HKDC1 inhibitor: blocks human hexokinase HKDC1 activity | Q2TB90 | recombinant HKDC1, G6PDH/diaphorase resazurin coupled fluorescence | inhibition, % at 20 µM | hit rate 0.16% among 340,000;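 active means inhibition above about 35% when tested at 20 µM, limit read from the data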;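 further: plate controls were DMSO wells with enzyme for no effect and DMSO wells lacking enzyme for full effect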
Target sequence (Q2TB90 whole entry, looked up): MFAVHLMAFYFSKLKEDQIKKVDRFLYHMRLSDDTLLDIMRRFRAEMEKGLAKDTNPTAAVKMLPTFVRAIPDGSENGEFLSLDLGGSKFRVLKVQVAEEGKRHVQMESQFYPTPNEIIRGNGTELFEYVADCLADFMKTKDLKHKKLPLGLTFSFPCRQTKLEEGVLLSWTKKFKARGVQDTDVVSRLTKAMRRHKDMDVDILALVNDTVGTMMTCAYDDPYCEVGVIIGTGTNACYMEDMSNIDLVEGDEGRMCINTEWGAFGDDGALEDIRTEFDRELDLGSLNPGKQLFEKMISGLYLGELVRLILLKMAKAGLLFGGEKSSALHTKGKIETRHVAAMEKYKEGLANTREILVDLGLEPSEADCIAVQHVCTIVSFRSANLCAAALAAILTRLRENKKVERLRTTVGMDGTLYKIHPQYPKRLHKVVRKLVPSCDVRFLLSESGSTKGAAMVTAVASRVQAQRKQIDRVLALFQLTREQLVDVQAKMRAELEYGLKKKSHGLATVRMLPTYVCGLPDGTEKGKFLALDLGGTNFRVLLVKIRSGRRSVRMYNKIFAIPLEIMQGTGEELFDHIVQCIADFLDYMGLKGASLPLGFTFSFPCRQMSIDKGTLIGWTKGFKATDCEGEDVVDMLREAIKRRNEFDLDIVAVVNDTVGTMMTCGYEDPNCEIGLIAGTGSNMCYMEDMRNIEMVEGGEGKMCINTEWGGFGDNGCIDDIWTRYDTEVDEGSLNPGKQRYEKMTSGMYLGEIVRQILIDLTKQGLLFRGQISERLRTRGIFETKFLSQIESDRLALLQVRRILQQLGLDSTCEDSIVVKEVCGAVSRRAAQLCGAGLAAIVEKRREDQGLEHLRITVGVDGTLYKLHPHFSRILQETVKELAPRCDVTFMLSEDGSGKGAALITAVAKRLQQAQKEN
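Test system: Recombinant HKDC1 (HK5) hexokinase enzyme, produced in-house | Input: HKDC1 at 5 µg/mL | Buffer or medium: Tris pH 8.0 buffer with MgCl2, Tween-20, BSA, BME | Schedule: 90 min reaction incubation at room temperature, dark | Technique: Resazurin-to-resorufin fluorescence via G6PDH and diaphorase coupling, 525/613 nm | Controls: DMSO wells with and without enzyme mix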
SENP8 block: inhibitors of human SENP8 protease; Q96LD8; recombinant SENP8, Nedd8 substrate fluorescence; inhibition, % at 20 µM; hit rate 0.64% among 360,000; AID 602440; in the data active means inhibition mostly above about 40%, no sharp cut-off; inactive means mostly below about 27%
Target sequence (Q96LD8 whole entry, looked up): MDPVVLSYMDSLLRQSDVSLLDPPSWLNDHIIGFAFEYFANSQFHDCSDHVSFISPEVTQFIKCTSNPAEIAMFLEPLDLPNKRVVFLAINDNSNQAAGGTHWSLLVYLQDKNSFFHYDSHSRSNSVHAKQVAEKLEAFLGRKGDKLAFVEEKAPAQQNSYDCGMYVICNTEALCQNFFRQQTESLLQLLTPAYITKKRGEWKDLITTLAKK
SENP6 inh: blocks the human protease SENP6; Q9GZR1; Recombinant SENP6 catalytic domain, aminoluciferin luminescence; inhibition, % at 10 µM; hit rate 1.8% among 330,000; AID 2599;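 active means inhibition above about 50% at the single tested dose, limit read from the data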;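 further: plate controls were DMSO wells with enzyme for no effect and DMSO wells lacking enzyme for full effect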
PfG6PD inh: PfG6PD (Plasmodium falciparum) enzyme inhibition; AID 504690; PfGluPho enzyme, NADPH resazurin-diaphorase fluorescence; hit rate 0.78% among 350,000; inhibition, % at 20 µM;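 active means inhibition reaching at least a set limit at 20 µM in the primary screen, cut at about 59% in these data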;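 further: 0% = DMSO wells with substrate and 100% = DMSO wells lacking glucose-6-phosphate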
SENP7 inh: inhibitors of human SENP7 protease; Q9BQF6; recombinant SENP7, Z-RLRGG-aminoluciferin luminescence, 40 min; inhibition, % at 5 µM; hit rate 1.5% among 330,000;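 active means inhibition above about 50% at the single test dose, limit read from the data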;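 further: plate controls were DMSO with enzyme for no effect and no enzyme buffer wells for full effect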
MPTP block: permeability transition pore inhibition; isolated mouse mitochondria, Ca2+ swelling absorbance, 30 min; inhibition, % at 10 µM; hit rate 1.4% among 360,000;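 active means inhibition of 50% or more, scaled per plate between neutral and stimulator controls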;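 further: 0% = DMSO wells given calcium and 100% = 1 mM EGTA wells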
NR3A LBD binder: modulates the human NR3A ligand-binding domain. NR3A LBD differential scanning fluorimetry, Tm shift; 0% = protein alone, 100% = glycine-bound protein. Tm shift relative to glycine control, % at 25 µM. hit rate 2.5% among 340,000. AID 1259313;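 active means melting temperature shift of at least 10% of the positive control shift, at one fixed dose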
ATG4B inh: inhibitors of human ATG4B cysteine protease; Q9Y4P1; ATG4B cleavage of LC3-PLA2, NBD-HPC fluorescence, 1 h; inhibition, % at 8.33 µM; hit rate 0.51% among 340,000; in the data active means inhibition above about 40%
* hit, by the source's call; . = no result given. This is a random part of the collection. About 6.9% of those tested had a hit in this group.

SMILES	HKDC1 inhibitor	SENP8 block	SENP6 inh	PfG6PD inh	SENP7 inh	MPTP block	NR3A LBD binder	ATG4B inh
CC1CCCC(C)N1C(=O)CSc1nc2ccccc2c(=O)[nH]1 (stereo unspecified)	-3	2	-16	0	-1	-0.5	-1	-11
CCc1ccc2nc(N(CCN(C)C)C(=O)c3ccc4ncsc4c3)sc2c1	0	-28	7	53	0	2.3	5	-13
COc1ccc(N2CCN(CC(=O)Nc3ccc(C)cc3Br)CC2)cc1	4	18	.	-9	.	-0.5	-1	3
O=C(Nc1ccccc1)Nc1nnc(/C=C/c2ccccc2Cl)s1	4	-474	3	18	0	86*	37*	-8
CSc1cccc(CN2CCC(CO)(Cc3cccc(C(F)(F)F)c3)CC2)c1	-4	9	13	20	5	72*	1	11
O=C(NC1CC1)C1CCN(c2ccc(S(=O)(=O)N3CCOCC3)cc2)CC1	8	11	-13	-12	5	-1.4	-1	17
CC1CCCN(c2ccc(C(=O)NCCc3ccccc3)cn2)C1 (stereo unspecified)	-4	-65	-16	-2	3	-0.4	1	5
COc1ccc(C2NC(=S)NC(C)=C2C(=O)c2ccccc2)cc1OC (stereo unspecified)	-8	10	-2	11	7	-1.0	1	-3
CCOC(=O)N1CCN(Cc2nnc(-c3ccccc3C)o2)CC1	-1	13	-3	-5	3	-0.2	-3	7
Cc1cccc2cc(-c3nc4c(C)cccn4c3NCc3ccco3)c(=O)[nH]c12	-2	-2	-10	-2	11	2.3	-2	-11
COc1cccc(OC)c1C(=O)Nc1ccc2c(c1)n(C)c(=O)n2C	3	17	-9	-23	-11	0.5	-1	6
CC(=O)Nc1ccc(NC(=O)CSc2nc(=O)n3cccc(C)c3n2)cc1	0	-1	-18	-1	11	-0.9	0	-2
Cc1cc(C)nc(/N=C(\N)C2=C(O)CC(C)(C)CC2=O)n1	-4	12	-1	-11	-2	1.5	-2	-6
CC1CCCCN1CC(=O)Nc1cc(S(=O)(=O)N2CCOCC2)ccc1N1CCCC1 (stereo unspecified)	1	-7	16	-16	6	1.3	1	4
c1ccc(OCc2nnc3sc(-c4cccs4)nn23)cc1	-8	-26	7	86*	-14	-0.4	1	1
CN1CCC(=O)N([C@H](CSc2ccccc2)c2ccccc2)CC1	-6	-1	1	-7	-4	0.5	-1	-8
Cn1c(SCC(=O)Nc2ccc3c(c2)OCCO3)nnc1-c1ccncc1	-6	14	-2	6	-11	0.0	-1	-4
CCCCn1c(SCC(=O)Nc2cc(C)on2)nnc1-c1ccncc1	-9	6	-13	-3	-10	0.4	-2	-7
Cc1[nH]c(=O)[nH]c(=O)c1S(=O)(=O)Nc1ccc(F)c(Cl)c1	-6	7	2	-4	-7	2.8	2	-3
COc1cccc(C(=O)Nc2ccc3c(cc2=O)[C@@H](NC(C)=O)CCc2cc(OC)c(OC)c(OC)c2-3)c1	4	-95	0	28	-6	7.1	0	-3
Cc1ccc(N(Cc2cc3cccc(C)c3[nH]c2=O)S(=O)(=O)c2ccccc2)c(C)c1	-3	-60	11	10	0	-0.1	-2	3
CCCN1CCN(CC(=O)Nc2cc(OCC)ccc2OCC)CC1	-5	7	-6	0	7	-0.2	1	-8
COCC(=O)NCCc1nc(-c2ccccc2)cs1	-9	24	-9	2	-2	-0.7	-2	2
COCCN(CCOC)S(=O)(=O)c1ccc(C(=O)Nc2c(C)n(C)n(-c3ccccc3)c2=O)cc1	-8	14	-10	1	0	1.6	0	-3
C/C(=N\OC(=O)NC(C)C)c1sc(-c2ccc(Cl)cc2)nc1C	-1	-27	35	1	59*	-0.9	0	-8
CCN(C(=O)COC(=O)c1ccc(C=O)cc1)c1c(N)n(Cc2ccccc2)c(=O)[nH]c1=O	4	-88	-23	0	-7	-0.3	0	-9
CCOc1ccc(NC(=O)CCC(=O)NNC(=O)COc2ccccc2C)cc1	-2	10	8	-7	14	-0.3	-2	3
CCCc1cc(N2CCN(C(=O)c3ccco3)CC2)n2c(nc3ccccc32)c1C#N	24	-262	-2	29	-7	0.8	-3	-25
COCCOC(=O)C1=C(C)Nc2ncnn2C1c1ccccc1 (stereo unspecified)	-7	17	-4	5	2	-1.7	3	0
CCOCCCNC(=O)CCc1ccc(-n2cnc3cccnc32)cc1	0	-8	-6	1	-1	-1.0	-1	1
Cc1cc(NC(=O)CSC2=NS(=O)(=O)c3cc(F)ccc3N2)no1	-8	8	-2	-7	-1	-0.9	1	2
COCCCn1c(SCC(=O)N2CCOCC2)nc2ccccc2c1=O	-8	2	-4	-9	5	-2.3	-1	7
COc1cc(OC)cc(-c2nc3ccccc3c(=O)n2OC(=O)c2ccc(Br)cc2)c1	29	0	-12	-35	2	39	-2	55*
CC(C)Oc1ccc(C(CC(=O)NCCCN(C)C)c2ccc(F)cc2)cc1 (stereo unspecified)	-7	12	-2	-3	8	3.3	-2	2
CC(C)n1c(C(F)(F)F)nc2cc(C(=O)N3CCCCC3)ccc21	-3	22	-3	4	-2	0.2	1	-10
COc1ccc(C2(CNC(=O)c3cccs3)CCOCC2)cc1	2	16	3	-12	9	-0.6	-1	1

Whole records, looked up by structure:
`COc1cc(OC)cc(-c2nc3ccccc3c(=O)n2OC(=O)c2ccc(Br)cc2)c1` as listed: HKDC1 inhibitor = 29; SENP8 block = 0; SENP6 inh = -12; PfG6PD inh = -35; SENP7 inh = 2; MPTP block = 39; NR3A LBD binder = -2; ATG4B inh = 55*
`O=C(Nc1ccccc1)Nc1nnc(/C=C/c2ccccc2Cl)s1` as listed: HKDC1 inhibitor = 4; SENP8 block = -474; SENP6 inh = 3; PfG6PD inh = 18; SENP7 inh = 0; MPTP block = 86*; NR3A LBD binder = 37*; ATG4B inh = -8
`CCCCn1c(SCC(=O)Nc2cc(C)on2)nnc1-c1ccncc1` as listed: HKDC1 inhibitor = -9; SENP8 block = 6; SENP6 inh = -13; PfG6PD inh = -3; SENP7 inh = -10; MPTP block = 0.4; NR3A LBD binder = -2; ATG4B inh = -7

Following part.
SMILES	HKDC1 inhibitor	SENP8 block	SENP6 inh	PfG6PD inh	SENP7 inh	MPTP block	NR3A LBD binder	ATG4B inh
O=C(NC1CCCc2ccccc21)C1CCN(S(=O)(=O)c2cnc[nH]2)CC1 (stereo unspecified)	3	13	-11	26	6	1.8	1	-1
O=C(O)/C=C1\CCCc2ccccc2C1O (stereo unspecified)	-6	8	3	9	7	0.6	3	5
Cc1ccc(O)c(-c2cc3ccccc3[nH]2)c1	2	-274	71*	19	53*	53*	22*	-4
O=C(Nc1ccccc1N1CCOCC1)c1ccc2c(c1)C(=O)N(Cc1ccncc1)C2=O	-3	36	-10	-4	-4	-0.1	-1	2
O=C(Cc1ccccc1)NCCS(=O)(=O)N1CCN(c2ccccc2)CC1	-1	7	-8	11	-10	-0.5	3	-5
Cc1nc2sc3c(O)cc(=O)[nH]c3c2c(C)c1C	2	-401	-3	-2	1	0.1	1	-7
CC1(C)Cc2cccc(OCC(=O)N3CCN(c4ccc(F)cc4)CC3)c2O1	-6	27	0	6	-2	-1.1	0	-9
CCOC(=O)c1cccc(NC(=S)NC(=O)c2cccnc2)c1	6	-6	9	-1	-4	-0.3	-3	2
Cc1noc(C)c1COc1ccc(C(=O)NCc2cccs2)cc1	-4	0	-20	-24	1	0.2	0	1
CCN(CC)c1ncnc2c1[nH]c1ccccc12	2	-221	2	23	4	2.4	-1	1
CC[C@H](C)[C@H](NC(N)=O)C(=O)NCCc1ccc(OC)c(OC)c1	4	4	-8	-26	-2	-0.1	-1	1
O=C(NC1CCCCC1)n1c(=O)oc2cc(S(=O)(=O)N3CCCCC3)ccc21	4	17	1	-37	-6	-0.5	0	10
O=C(N/N=C/c1cccn1-c1ccccc1)c1ccncc1	-10	-10	-26	8	0	-2.6	0	-4
COc1cccc2sc(N(CCN(C)C)C(=O)/C=C/c3cccs3)nc12	6	19	-23	11	-4	1.8	0	-3
CC(=O)Oc1ccc(OC(C)=O)c(SCCCCCN2CCOCC2)c1	11	-5	-6	26	-9	0.8	-3	2
CC(=O)c1c(N2CCOCC2)nc2ccc(Cl)cc2c1-c1ccccc1	1	10	-19	9	5	2.6	1	-13
Cc1ccc(C)c(NC(=S)NCCSc2ccc(Cl)cc2)c1	7	6	5	0	-6	76*	-5	15
O=C(c1cc(COc2cccc(C(F)(F)F)c2)on1)N1CCc2ccccc2C1	-5	10	-5	8	-3	0.7	-6	11
CCOc1cc(/C=C2/C(=O)N(c3ccccc3)N=C2C)ccc1OC(=O)c1cccs1	32	38	20	6	18	1.9	-1	3
CN(C)C(=O)c1ccc(-c2nnc(NCc3ccccc3)c3ccccc23)cc1	18	-10	-15	13	-8	0.9	4	-12
Cc1c(NC(=O)c2cccc(NC(=O)COc3ccccc3C#N)c2)c(=O)n(-c2ccccc2)n1C	2	4	2	-11	-18	0.6	0	-2
O=C(Cn1nnc(-c2ccccc2)n1)OC1CCOC1=O (stereo unspecified)	2	21	4	-14	-4	2.2	0	2
COc1cccc(C(=O)N2N=C(c3cccc(OC)c3)CC2(O)C(F)(F)F)c1 (stereo unspecified)	-8	7	-18	-2	-4	3.8	0	-10
O=C(c1ccc(NC2=NC3CS(=O)(=O)CC3S2)cc1)N1CCN(c2ccccc2F)CC1 (stereo unspecified)	-2	1	-18	-16	14	-0.2	0	-6
CN(c1ccccc1)c1ccc(/C=N/N2CCOCC2)cc1	-5	-21	52*	4	31	-2.4	0	-4
COc1cc(/C=C(\C#N)C(=O)c2c(C)[nH]c3ccccc23)cc(OC)c1OC	1	13	4	2	9	-3.2	-20	-3
COc1ccc(C(CNC(=O)CSc2ccccc2C)N(C)C)cc1 (stereo unspecified)	-2	4	-42	-4	-7	1.0	-2	-4
CCCCn1nc2cc(C(=O)NCCCCc3ccccc3)ccc2c1OCC	-3	-490	3	-5	-4	-2.9	-1	-4
COc1ccc(N(CC(=O)NCCSCc2ccco2)S(=O)(=O)c2ccccc2)cc1OC	-7	4	6	-5	-10	-2.7	-2	-5
c1ccc(N2CC[N+]3(CCCC3)CC2)nc1	-11	9	-17	0	4	-0.9	2	-8
CC/C(=N\NC(=O)c1nnn(-c2nonc2N)c1CN(C)c1ccccc1)c1ccccc1	8	26	-8	40	7	-0.1	242*	-6
Cc1cc(Br)ccc1NC(=O)CNC(=O)c1cnn(C)c1	1	18	5	6	6	-0.5	4	-2
COc1ccc([N+](=O)[O-])cc1C(=O)C(=O)c1ccccc1	-6	44*	-11	7	-15	-0.2	4	0
O=C(CN1CCCCCC1)Nc1ccccc1Oc1ccccc1	-2	6	-8	-23	-2	-1.8	2	1
CC(Oc1ccccc1)C(=O)Nc1ccc(F)c(S(=O)(=O)N2CCOCC2)c1 (stereo unspecified)	-5	-16	-2	2	-1	-2.3	-1	-3
Cn1cc(C(=O)CCl)c2ccccc21	6	2	.	2	.	0.5	-1	-6

Part of the list above, with bars between the fields.
Molecule | HKDC1 inhibitor | SENP8 block | SENP6 inh | PfG6PD inh | SENP7 inh | MPTP block | NR3A LBD binder | ATG4B inh
CN(c1ccccc1)c1ccc(/C=N/N2CCOCC2)cc1 | -5 | -21 | 52* | 4 | 31 | -2.4 | 0 | -4
COc1cc(/C=C(\C#N)C(=O)c2c(C)[nH]c3ccccc23)cc(OC)c1OC | 1 | 13 | 4 | 2 | 9 | -3.2 | -20 | -3

(cont.)
SMILES	HKDC1 inhibitor	SENP8 block	SENP6 inh	PfG6PD inh	SENP7 inh	MPTP block	NR3A LBD binder	ATG4B inh
COc1cccc(NC(=O)CN(C)C(=O)CC2CCCC2)c1	-2	-1	.	13	.	-0.6	-1	-8
COc1cc(OC)c(OC)cc1CNC(=O)c1cc(=O)c2ccccc2o1	1	1	4	4	0	-2.0	0	-5
Cc1ccc2cc(NC(=O)CC(CC(=O)O)c3ccccc3)ccc2n1 (stereo unspecified)	10	-17	-21	-10	6	0.4	0	-5
O=C(NCCc1ccccc1)/C(=C\c1ccc([N+](=O)[O-])cc1)NC(=O)c1ccco1	8	3	-13	-9	1	1.6	1	11
Cc1ccc(N2CC(C(=O)NCc3cccnc3)CC2=O)cc1 (stereo unspecified)	-4	17	-5	-20	1	0.3	0	3
CCN(CC)c1nc(N(CC)CC)[nH]c(=O)n1	-8	25	4	-10	2	0.3	-2	-6

Bioassay records as filed in PubChem.
